Screening results from PubChem.
PP5 primary = inhibitors of human protein phosphatase 5 (PP5); purified PP5c, OMFP substrate fluorescence; 320,000 compounds, 0.18% hits; P53041; AID 1987; inhibition, % at 6.7 µM;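 active = inhibition above the campaign's mean inhibition across all tested compounds plus 3 SD, cut at about 9.5% in these data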;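 note: 0% = DMSO only and 100% = 100 µM cantharidin control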
Target sequence (P53041 whole entry, looked up): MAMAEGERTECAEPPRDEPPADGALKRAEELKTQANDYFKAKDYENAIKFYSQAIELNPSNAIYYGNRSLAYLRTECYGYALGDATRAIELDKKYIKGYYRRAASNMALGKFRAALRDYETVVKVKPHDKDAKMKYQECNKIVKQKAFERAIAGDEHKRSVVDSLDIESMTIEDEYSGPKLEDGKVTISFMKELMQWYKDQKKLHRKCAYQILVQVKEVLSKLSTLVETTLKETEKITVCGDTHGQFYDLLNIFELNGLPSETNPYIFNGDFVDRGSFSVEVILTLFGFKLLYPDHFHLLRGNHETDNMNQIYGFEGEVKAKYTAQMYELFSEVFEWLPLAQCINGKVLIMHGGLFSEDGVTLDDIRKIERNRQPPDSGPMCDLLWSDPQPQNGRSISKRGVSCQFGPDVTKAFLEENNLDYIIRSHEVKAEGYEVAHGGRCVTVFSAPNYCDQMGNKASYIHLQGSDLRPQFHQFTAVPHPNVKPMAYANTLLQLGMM
EBNA-1 inh = blocks EBNA-1 binding to DNA | EBNA-1 DNA binding, fluorescence polarization | 300,000 compounds, 0.34% hits | inhibition, % at 14.8 µM; in the data active = inhibition above about 28%
Fh CTSL1 inh = cathepsin L1 inhibition, PFM18AAP counter-screen; recombinant F. hepatica cathepsin L1, Z-Leu-Arg-MCA fluorescence; 300,000 compounds, 0.49% hits; AID 1906; inhibition, % at 5.96 µM;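 active = inhibition above the mean of all tested compounds plus 3 SD, set per screening campaign, cut at about 17% in these data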;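 note: 0% = plate median of test compound wells and 100% = 1 µM Z-Phe-Ala-diazomethylketone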
PP1 counter = blocks human PP1-alpha phosphatase, a PP5 counter-screen; AID 2235; purified PP1alpha, OMFP fluorescence; P62136; 320,000 compounds, 0.9% hits; inhibition, % at 6.7 µM;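 active = inhibition above the mean inhibition of all tested compounds plus 3 SD, computed separately for each screening campaign, cut at about 15% in these data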
GASC-1 inh = human JMJD2C demethylase inhibition; 330,000 compounds, 0.069% hits; AID 2099; GST-JMJD2C(1-420) H3K9me3 demethylation, DELFIA europium; inhibition, % at 2.35 µM; Q9H3R0;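 active = more than half of a compound's replicate wells show inhibition beyond 50%, single wells judged on their own value; inconclusive = some, but no more than half, of replicates pass 50% inhibition; inactive = no replicate passes 50% inhibition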;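 note: signal counts dimethyl H3K9 product captured on neutravidin plate; 0% = median of DMSO wells and 100% = 0.3 times that DMSO median; strong numbers were not always called active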
Target sequence (Q9H3R0 1-420 limits assumed): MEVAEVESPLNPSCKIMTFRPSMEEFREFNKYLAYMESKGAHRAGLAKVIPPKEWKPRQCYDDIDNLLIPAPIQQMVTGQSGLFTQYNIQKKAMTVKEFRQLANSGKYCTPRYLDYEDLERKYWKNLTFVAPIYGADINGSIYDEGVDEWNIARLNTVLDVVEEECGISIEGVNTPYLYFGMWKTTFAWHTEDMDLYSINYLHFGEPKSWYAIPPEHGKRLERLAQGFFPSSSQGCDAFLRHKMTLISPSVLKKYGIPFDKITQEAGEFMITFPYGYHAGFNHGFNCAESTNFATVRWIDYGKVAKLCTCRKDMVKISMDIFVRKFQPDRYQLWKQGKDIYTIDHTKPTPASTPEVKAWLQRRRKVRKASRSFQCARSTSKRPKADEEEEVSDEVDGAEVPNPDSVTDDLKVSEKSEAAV
ZTA DNA inh = blocks Epstein-Barr virus ZTA, an EBNA-1 counter-screen; ZTA-DNA binding, fluorescence polarization; 320,000 compounds, 0.15% hits; AID 2234; P03206; inhibition, % at 11 µM; in the data active = inhibition above about 33%
TPT1 inh = inhibitors of Candida albicans tRNA 2'-phosphotransferase TPT1; recombinant caTPT1, FP RNA substrate dephosphorylation; inhibition, % at 5 µM; 300,000 compounds, 0.81% hits; AID 1962;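 active = inhibition above the mean of all tested compounds plus 3 SD, set per screening campaign, cut at about 24% in these data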;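 note: plate controls were DMSO alone for no effect and ferristatin control at 100 nM for full effect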
HCV core dimer = blocks dimerization of HCV core protein. inhibition, % at 5 µM. 300,000 compounds, 0.33% hits. TR-FRET GST/Flag-core106 dimerization, 1536-well;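 active = inhibition above the mean of all tested compounds plus 3 SD, set per screening campaign, cut at about 45% in these data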
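Assay system: Tagged HCV core106 pair (GST and Flag) | Buffer or medium: KF-containing HEPES buffer, pH 7.45, DTT, CHAPS, BSA | Also added: Eu donor and XL665 acceptor anti-tag antibodies | Dosing: One concentration, 5 µM, in 0.5% DMSO | Timing: 4 h at 22.5 °C | Technique: TR-FRET 671 and 617 nm emission | Repeats: Singlicate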
Yeast superoxide = caloric restriction mimetics inhibiting age-related superoxide in yeast; S. cerevisiae aged cells, superoxide DHE fluorescence; active compounds read low; superoxide response (% of plate mean), % at 10 µM; 330,000 compounds, 0.18% hits; AID 2690;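 active = superoxide response under a set limit, about three screen SD below normal, cut at about 65% in these data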;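 note: yeast aged for seven days with compound at 30 °C before DHE staining; 100% = average MFI of all compound-treated wells on the plate with controls excluded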
* marks the source's active call; other numbers are inactive results; u = inconclusive; x = not tested or not shown; & = joins results of further samples.

SMILES	PP5 primary	EBNA-1 inh	Fh CTSL1 inh	PP1 counter	GASC-1 inh	ZTA DNA inh	TPT1 inh	HCV core dimer	Yeast superoxide
CC(=O)Nc1ccc2ccc3cccc4ccc1c2c34	2.2	-3	1	0	-24	-5	0	-41	84
CCN1CCN(C(=S)c2ccc(Br)cc2)CC1	-0.6	-4	2	-4	6	8	-3	0	110
COc1ccc2nc(/N=C(\N)NC(=O)Nc3ccccc3)nc(C)c2c1	2.5	0	4	8	1	21	0	5	82
Cc1cc(C(=O)OCc2nc3ccccc3s2)c(C)o1	2.2	-6	7	-1	6	-3	4	-4	89
COc1ccc(CCNC(=S)Nc2ccc(S(=O)(=O)Nc3ncccn3)cc2)cc1OC	2.1	2	1	4	-2	-15	-3	-14	93
NC(=O)CC[C@@H]1NC(=O)[C@@H]2CCCN2C(=O)c2cc([N+](=O)[O-])cc(I)c2NCCC[C@@H](C(=O)NC(CC(=O)O)C(N)=O)NC1=O (some centres not stated)	1.3	8	0	-3	10	-6	-2	3	101
CCN(C(=O)c1cccc(S(=O)(=O)N2CCc3ccccc32)c1)C1CCS(=O)(=O)C1 (configuration not stated)	1.6	x	x	-3	-3	-4	x	x	83
Cc1ccc(S(=O)(=O)N2CCCC2C(=O)N(C)Cc2cccs2)cc1 (configuration not stated)	1.9	-3	-2	0	5	15	4	-3	104
COc1ccc(S(=O)(=O)NC(C)C(=O)NC2CC2)cc1C (configuration not stated)	3.3	-8	1	2	6	0	-2	-9	111
COc1cc2c(cc1OC)CN(S(=O)(=O)c1ccccc1F)CC2	2.4	-15	-3	-3	-6	-12	3	-5	107
CCOC(=O)C1(Cc2cccc(F)c2)CCN(Cc2c(C)nn(CC)c2C)CC1	2.1	1	0	2	7	-5	-1	-3	106
O=C(CCC(=O)NNC(=O)COc1ccc(Br)cc1)NCc1ccccc1	1.1	4	-9	-3	11	3	4	3	103
CCC(C)NC(=O)C1CCC(=O)N1Cc1ccc(C)cc1 (configuration not stated)	-3.8	-9	-3	7	0	1	-4	2	112
O=C(CCc1c[nH]c2ccccc12)NCC(=O)Nc1ccc(F)c(F)c1F	-0.1	-3	0	2	1	-7	1	-2	103
O=C(CSc1n[nH]c(=O)n1C1CC1)Nc1ccccc1	3.5	-2	0	-2	2	-7	2	-3	104
O=C(CSc1ncccn1)N/N=C/c1ccccc1[N+](=O)[O-]	2.0	-10	-1	5	-6	-10	-5	-2	110
CNc1ccccc1C(C)(C)c1cc(C)[nH]n1	3.0	13	1	-5	3	-7	2	4	91
Cc1cccc(N(NC(=O)C(C)(C)O)C(=O)c2ccccc2)c1	-0.2	2	5	-3	-34	-23	-3	-6	93
O=C(O)c1ccc2c(c1)OCCO2	-1.0	-14	-4	-2	22	-11	-3	5	114
COc1ccccc1OCCNC(=O)c1ccc(C(C)(C)C)cc1	2.6	-7	5	2	-11	15	-1	3	88
O=[N+]([O-])c1ccc(Nc2nccc(Cl)n2)cc1	2.1	-8	11	13	-47	-23	0	-4	117
O=C(/C=C/c1c(F)cccc1Cl)c1ccc(F)cc1	-0.6	1	3	0	6	-8	0	7	95
COc1ccc(NC(=O)c2sccc2-n2cccc2)cc1	0.2	5	-4	-1	4	4	0	1	101
COc1cc(/C=N/NC(=O)C(=O)NCC2CCCO2)ccc1O (configuration not stated)	1.5	-8	-3	-7	-4	-8	3	-10	95
CCOc1ccc(N(C(=O)c2snc(C(N)=O)c2N)C(C(=O)NC2CCCC2)c2ccncc2)cc1 (configuration not stated)	0.3	-1	-1	2	-9	-3	-1	3	102
O=C(O)c1ccccc1Nc1ccc(OC(F)F)cc1	-0.8	8	-2	-6	-14	-6	5	7	129
CCn1nc([N+](=O)[O-])c2c(-c3nc4ccccc4o3)c(N)n(CCCOC)c2c1=O	2.4	-9	-1	-2	-3	-2	2	3	100
CCOC(=O)N1CCN(C(=O)c2cccc(N3C(=O)NC4CC3(C)Oc3ccccc34)c2)CC1 (configuration not stated)	-0.5	6	4	1	-2	9	-2	-4	103
NNC(=O)c1c[nH]c2ccc(OCc3ccccc3)cc12	4.7	-12	4	-2	-13	-13	2	1	109
CC(=O)Nc1sc2c(c1C#N)CCCC2	1.3	-22	-3	-2	-3	-21	4	-3	98
S=C(NCc1ccncc1)Nc1ccc(Cl)cc1Cl	-6.7	-14	8	-7	7	-8	-3	-9	92
NC(=O)c1ccc(N2CCN(c3ccccc3O)CC2)c([N+](=O)[O-])c1	-1.4	-6	-1	-2	-6	8	3	-1	105
Cn1cc(CC(=O)NCCCN2CCCC2)c2ccccc21	0.1	7	1	-1	123	-2	0	-2	102
CCC(C)NC(=O)C(Cc1ccccc1)NS(=O)(=O)c1cccc2nsnc12 (configuration not stated)	1.6	5	1	-2	0	22	-2	-3	98
O=C(N/N=C/c1c[nH]c2ccc(Br)cc12)c1ccncc1	2.3	5	0	3	-3	5	0	-9	98
O=C(N/N=C1\C2CN3CCN(C2)CC1(c1ccccc1)C3)Nc1ccccc1	1.8	0	-1	-1	5	4	-7	-1	88
Cn1ncc2c(NNC(=O)c3ccc(O)cc3)ncnc21	-3.9	-5	2	1	14	-12	-4	-6	89
Cc1onc(-c2ccccc2)c1C(=O)NCc1ccc(F)cc1	2.0	-5	0	-5	-10	-7	-3	-4	91
COc1ccc(-c2nc(SC(CC(=O)NCc3ccccc3)c3ccc(OC)c(OC)c3)n[nH]2)cc1 (configuration not stated)	5.3	1	1	0	6	-16	4	-5	99
Cc1cc(C(C)(C)C)oc1C(=O)N(CC(=O)NC1CCCC1)c1ccc(F)cc1	2.7	-13	7	3	26	1	0	3	109
COc1ccc(CC(=O)NCc2nc(-c3ccccc3)no2)cc1	0.8	6	0	-2	4	2	1	1	105
COc1ccc([N+](=O)[O-])c(OC)c1C(=O)NC(=O)Nc1c(C)cccc1C	2.8	-10	-2	-2	-15	7	-1	2	89
CCCN(CC(=O)Nc1ccccc1OC)C(=O)CCC(=O)c1ccc(OCC)cc1	1.3	x	x	3	-5	11	x	x	86
CC1=CS(=O)(=O)CC1Sc1ncn[nH]1 (configuration not stated)	-0.3	-13	4	-1	4	-11	-4	-14	105
COc1cccc(NC(=O)c2nc3nc(C)cc(C(F)F)n3n2)c1	3.6	-6	-8	-11	-1	0	1	3	105
O=C(N=C1SC2CS(=O)(=O)CC2N1c1ccc(Cl)cc1Cl)C1CC1 (configuration not stated)	1.1	4	-2	-1	-46	-5	0	-5	81
COc1ccccc1NC(=O)CN1CCC(C(=O)c2ccc(F)cc2)CC1	3.5	-5	9	2	-14	-15	2	8	87
CCO[C@@H]1OC(C(=O)N2CCN(Cc3ccc4c(c3)OCO4)CC2)=C[C@H](C)[C@H]1CCCO	1.2	4	-2	-4	-6	10	-1	9	106
Cc1ccc2oc(C(=O)N(Cc3ccncc3)CC3CCCO3)c(C)c2c1 (configuration not stated)	0.7	7	-2	-2	6	-3	-4	2	89
O=C(OCCN1C(=O)c2ccccc2C1=O)c1ccco1	0.6	-1	0	-2	-2	2	1	4	99
Cc1ccc(OCC(O)CN2CCN(c3ccc(C)cc3)CC2)cc1 (configuration not stated)	1.9	-4	-1	-7	0	-15	4	5	106
CC1CC(C)CN(C(=O)COC(=O)c2cc([N+](=O)[O-])ccc2N2CCOCC2)C1 (configuration not stated)	-1.8	-7	4	-3	10	-16	0	-2	105
CC(OC(=O)CCN=C1NS(=O)(=O)c2ccccc21)C(=O)Nc1ccc(S(N)(=O)=O)cc1 (configuration not stated)	-1.3	x	x	-6	-2	2	x	x	108
Cc1cc(C)n2c(SCC(=O)Nc3ccccc3)nnc2n1	1.2	0	-1	0	6	-3	-4	-5	107
CCCC[C@H]1COCCS(=O)(=O)N1Cc1cccc(F)c1	2.8	-5	1	1	3	-18	-1	-9	90
CC(C)(C)OC(=O)N1CCC(C(=O)N2CCCCCC2)CC1	-1.8	6	0	-1	0	9	-4	-5	97
OCCNCCOc1ccccc1-c1ccccc1	3.0	2	-2	1	9	-14	-5	-7	99
Cc1cccc(-n2ncc3c(N4CCCc5ccccc54)ncnc32)c1	1.4	2	5	-2	-4	0	1	22	117
c1ccc(CCn2c(C3CC3)nc3ccccc32)cc1	0.1	2	9	-2	14	-5	-2	2	79
CC(C)(C)N(Cc1ccccc1)C(=O)COC(=O)c1ccc([N+](=O)[O-])o1	4.2	x	x	1	-3	1	x	x	114
Later entries.
SMILES	PP5 primary	EBNA-1 inh	Fh CTSL1 inh	PP1 counter	GASC-1 inh	ZTA DNA inh	TPT1 inh	HCV core dimer	Yeast superoxide
O=C(NCCCCCc1nc2ccccc2[nH]1)c1ccccc1Cl	1.2	-6	-1	-3	-7	-18	-1	1	114
COC(=O)c1ccc(C2C(C#N)=C(N)Oc3cc(O)ccc32)cc1 (configuration not stated)	1.2	9	6	2	11	-1	23	0	93
Cc1ccc(S(=O)(=O)N2CCCCC2)cc1NC(=O)CSc1nnnn1C	0.1	3	-1	-3	7	-2	0	1	96
O=[N+]([O-])c1ccc(CSc2nc3ccccc3[nH]2)cc1	1.4	-6	1	-2	6	-9	6	-6	103
Cc1nc(NCc2ccc3c(c2)OCO3)c2nnn(Cc3ccccc3)c2n1	1.7	-5	-4	11	5	-12	4	-3	112
C=CCn1c(=O)[nH]c2cc(C(=O)N3CC=C(c4ccccc4)CC3)ccc2c1=O	1.9	-3	3	4	-9	4	3	13	92
O=C1NC2(CCCCC2)N=C1c1ccccc1	1.0	3	-4	-1	-1	5	-2	-4	103
Cc1ccc(CCNC(=O)CN(C)S(=O)(=O)c2ccc3c(c2)c(=O)n(C)c(=O)n3C)cc1	0.0	-1	-2	-1	1	4	2	-1	107
Cc1ccccc1-n1c(Cn2c(=O)sc3ccccc32)nnc1SCC(N)=O	2.0	4	-2	-6	-10&-9	15	-2	-2	105
COc1ccc(CC(=O)NCCS(=O)(=O)N2CCN(c3ccccc3)CC2)cc1	0.8	-12	-6	0	u	-19	0	-6	101
CC(=O)N1CCc2cc(S(=O)(=O)NC(Cc3ccccc3)C(=O)Nc3cc(C)ccn3)ccc21 (configuration not stated)	2.2	-8	-5	-5	-24	-7	-1	2	118
COc1ccc(CC(=O)NNC(=O)c2cc(C)[nH]n2)cc1	3.5	4	3	5	10	10	1	1	102
Cc1ccc(CCN2CC(C(=O)NC3CCCCC3)CC2=O)cc1 (configuration not stated)	0.3	1	2	-4	5	-5	0	3	106
COc1cccc(OC)c1C(=O)Nc1ccc2c(c1)CCCN2S(=O)(=O)c1ccc(C)cc1	6.4	-7	-1	2	-2	4	3	14	98

In the list so far, 4 have a tert-butyl group:
SMILES	PP5 primary	EBNA-1 inh	Fh CTSL1 inh	PP1 counter	GASC-1 inh	ZTA DNA inh	TPT1 inh	HCV core dimer	Yeast superoxide
COc1ccccc1OCCNC(=O)c1ccc(C(C)(C)C)cc1	2.6	-7	5	2	-11	15	-1	3	88
Cc1cc(C(C)(C)C)oc1C(=O)N(CC(=O)NC1CCCC1)c1ccc(F)cc1	2.7	-13	7	3	26	1	0	3	109
CC(C)(C)OC(=O)N1CCC(C(=O)N2CCCCCC2)CC1	-1.8	6	0	-1	0	9	-4	-5	97
CC(C)(C)N(Cc1ccccc1)C(=O)COC(=O)c1ccc([N+](=O)[O-])o1	4.2	x	x	1	-3	1	x	x	114
